MITF primary = human MITF inhibition, primary screen; actives 0.91% (n = 650,000); AID 1259374; O75030; inhibition, % at 2.6 µM; AlphaScreen MITF homodimerization, bead proximity signal; in the data active = inhibition above about 50%;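 note: 0% = vehicle wells with protein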
Target sequence (O75030 whole entry, looked up): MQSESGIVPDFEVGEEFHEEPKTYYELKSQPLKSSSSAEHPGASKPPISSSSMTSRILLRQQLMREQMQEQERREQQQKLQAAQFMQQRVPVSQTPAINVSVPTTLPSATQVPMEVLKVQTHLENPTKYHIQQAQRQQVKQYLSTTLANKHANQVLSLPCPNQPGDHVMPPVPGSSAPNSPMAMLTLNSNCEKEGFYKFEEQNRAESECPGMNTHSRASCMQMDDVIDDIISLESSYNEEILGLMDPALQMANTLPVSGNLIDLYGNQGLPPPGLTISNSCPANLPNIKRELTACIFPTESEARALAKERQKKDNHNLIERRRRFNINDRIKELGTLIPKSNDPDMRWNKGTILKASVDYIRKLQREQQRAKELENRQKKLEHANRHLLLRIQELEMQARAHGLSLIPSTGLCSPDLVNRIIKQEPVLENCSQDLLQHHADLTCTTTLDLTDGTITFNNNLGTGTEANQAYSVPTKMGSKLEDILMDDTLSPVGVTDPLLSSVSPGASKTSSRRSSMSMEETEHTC
TEAD-YAP block = TEAD-YAP interaction inhibition. inhibition, % at 9.12 µM. AID 1259422. actives 1.4% (n = 640,000). HEK-TIYL cells, TEAD-Gal4/YAP UAS-luciferase luminescence; in the data active = inhibition above about 32%;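 note: 0% = median of test compound wells and 100% = reference inhibitor wells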
FBW7 act = human FBW7 E3 ligase activation, primary screen | AID 1259310 | actives 0.13% (n = 650,000) | normalized activity (activation), % at 26.1 µM | Q969H0 | AlphaScreen FBW7–phospho-cyclin E peptide binding, activator screen; in the data active = normalized activity above about 1.9%;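 note: purified mutant Fbw7 with reduced substrate affinity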
GPR151 activ = human GPR151 activation | AID 1508602 | PathHunter beta-arrestin GPR151 cells, luminescence | activation, % at 11.2 µM | Q8TDV0 | actives 1% (n = 650,000); in the data active = activation above about 4.9%;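 note: 0% = median of compound wells and 100% = cells with positive control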
Target sequence (Q8TDV0 whole entry, looked up): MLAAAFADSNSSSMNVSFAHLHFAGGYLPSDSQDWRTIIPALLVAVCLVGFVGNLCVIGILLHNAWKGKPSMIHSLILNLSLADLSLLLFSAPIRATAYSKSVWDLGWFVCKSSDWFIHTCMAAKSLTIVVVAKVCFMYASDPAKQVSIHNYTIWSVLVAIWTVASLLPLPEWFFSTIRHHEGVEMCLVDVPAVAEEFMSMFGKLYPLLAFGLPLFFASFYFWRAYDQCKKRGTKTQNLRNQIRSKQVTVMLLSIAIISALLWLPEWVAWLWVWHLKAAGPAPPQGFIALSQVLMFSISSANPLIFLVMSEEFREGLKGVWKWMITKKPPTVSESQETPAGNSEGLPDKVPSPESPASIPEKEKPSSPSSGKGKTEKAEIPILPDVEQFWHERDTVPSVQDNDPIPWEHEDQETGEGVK
* marks the source's active call; other numbers are inactive results; & = joins results of further samples.

SMILES | MITF primary | TEAD-YAP block | FBW7 act | GPR151 activ
c1ccc(-c2nnc(C3CCN(CC4OCCO4)CC3)o2)cc1 | -6 | 3 | 0.0 | -1.1
NC(=O)c1ccc(-c2nc(NCCOc3ccccc3)c3ncn(-c4ccccc4)c3n2)cc1 | 14 | 6 | 0.0 | -0.1
Oc1ccc(O)c2c1C1c3ccccc3C2c2ccccc21 | -5 | -1 | -0.1 | 0.0
CC(C)Cn1c(=O)c(C(=O)Nc2ccc(Br)cc2)c(O)c2ccccc21 | -18 | -1 | -0.1 | -0.8
c1coc(CNc2nc3ccccc3n2CCN2CCOCC2)c1 | -11 | -19 | 0.2 | 9.8*
Cc1ccc(C(=O)NCc2n[nH]c(=S)n2-c2ccccc2)cc1C | -4 | -1 | 0.0 | 0.9
Cc1ccc(/C(O)=C2/C(=O)C(=O)N(Cc3cccnc3)C2c2ccc(C(C)C)cc2)cc1 (stereo unspecified) | 2 | 7 | -0.1 | 0.3
O=C(Nc1nccs1)c1c(F)cccc1Cl | 2 | 0 | -0.1 | 0.6
CCOC(=O)c1ccc(NC(=O)c2ccc(S(=O)(=O)N3CCN(C(=O)OCC)CC3)cc2)cc1 | -14 | -1 | 0.0 | 0.6
Cc1ccc(-c2nc3cc(Cl)ccc3o2)cc1NC(=O)c1ccc([N+](=O)[O-])o1 | -1 | -45 | 0.0 | -0.8
CC(C)c1ccc(C(=O)NC(=S)Nc2ccc(-c3nc4ncccc4o3)cc2)cc1 | -11 | -10 | 0.1 | -0.1
CN(Cc1nc(-c2ccc(Br)cc2)no1)S(=O)(=O)c1ccc(Cl)cc1 | 20 | -2 | 0.1 | 0.1

Overlap with the part before: 2 compounds, followed by the next part.
SMILES | MITF primary | TEAD-YAP block | FBW7 act | GPR151 activ
CC(C)c1ccc(C(=O)NC(=S)Nc2ccc(-c3nc4ncccc4o3)cc2)cc1 | -11 | -10 | 0.1 | -0.1
CN(Cc1nc(-c2ccc(Br)cc2)no1)S(=O)(=O)c1ccc(Cl)cc1 | 20 | -2 | 0.1 | 0.1
COc1cccc(Nc2cc(N3CCCCCC3)c3noc4c3c2C(=O)c2ccccc2-4)c1 | 27 | -5 | -0.4 | -0.8
COc1ccc(N2CCN(c3ncnc4sc(C(=O)NCc5ccccn5)c(C)c34)CC2)cc1 | 5 | 4 | -0.2 | 0.3
COc1ccc(N2C(=O)CC(S/C(N)=N/N=C/c3c(O)ccc4ccccc34)C2=O)cc1 (stereo unspecified) | 4 | -9 | -0.5 | 0.0
Cc1cccnc1NC(=O)C(C)Oc1cccc(Cl)c1 (stereo unspecified) | -9 | -4 | 0.4 | -1.3
CC/C(=N/NC(=O)c1ccc([N+](=O)[O-])cc1)c1ccc(O)cc1 | 0 | -12 | 0.0 | -1.4
CC(=O)NC12CC3CC(C1)CC(n1nc([N+](=O)[O-])nc1Br)(C3)C2 | 0 | 0 | 0.1 | -0.3
CN(CC(=O)O)S(=O)(=O)c1ccc(Br)s1 | 5 | -3 | 0.0 | 0.8
CC(=O)Nc1cccc(NC(=S)Nc2ccc(S(N)(=O)=O)cc2)c1 | -2 | 1 | -0.2 | -0.5
COc1cc2nc(CN3CCN(c4ccccc4OC)CC3)[nH]c(=O)c2cc1OC | 4 | 64* | 0.0 | 0.9
Cc1ccc(C(=O)CCC(=O)Nc2cc(C)[nH]n2)cc1 | 8 | 21 | -0.1 | 1.9
Cc1ccc(C)c(-n2c(CNC(=O)c3ccc(S(=O)(=O)N4CCCCC4)cc3)nnc2SCC(=O)Nc2nccs2)c1 | 4 | 2 | -0.1 | 3.6
COc1ccc(N=Cc2c(Nc3ccc(OC)cc3)nc3ccc(C)cn3c2=O)cc1 | -15 | 4 | 0.0 | -0.8

Look-ups from above.
`CN(CC(=O)O)S(=O)(=O)c1ccc(Br)s1` | GPR151 activ: 0.8
`Cc1ccc(C(=O)CCC(=O)Nc2cc(C)[nH]n2)cc1` | MITF primary: 8
`CC(=O)NC12CC3CC(C1)CC(n1nc([N+](=O)[O-])nc1Br)(C3)C2` | TEAD-YAP block: 0

More records.
SMILES | MITF primary | TEAD-YAP block | FBW7 act | GPR151 activ
CCc1ccc(CN2CCc3nnc(C(C)NC(=O)C4CCOCC4)n3CC2)cc1 (stereo unspecified) | 9 | 2 | 0.6 | -0.7
O=C(COc1ccc(C(=O)N2CCCC2)cc1)C1CC1 | -13 | -16 | 0.0 | -3.5
Cc1ccc(CN2CCN(Cc3ccon3)CC2CCO)o1 (stereo unspecified) | 2 | 5 | 0.3 | 0.1
CC(=O)NC(C(=O)Nc1cccc(Cl)c1)c1ccc(Cl)cc1 (stereo unspecified) | 9 | -2 | 0.1 | 0.3
COc1ccccc1N(C)S(=O)(=O)c1ccc(C(=O)N(CC(N)=O)C(C)C)cc1 | 11 | -2 | 0.7 | 0.2
O=[N+]([O-])c1cccc(C2(O)CN(c3ccccc3)C3=[N+]2CCCS3)c1 (stereo unspecified) | -6&-2 | 2&4 | -0.2&0.0 | -0.2&-1.0
CCn1c(O)c(/C=C2\C(C)=Nc3ccccc32)sc1=S | 7&-8 | -6&3 | 0.0&-0.1 | 3.8&-0.5
CC(C)(C)c1cc(Cc2ccccc2)no1 | 11 | -1 | 1.0 | 0.4
COc1ccc(-c2noc(CC(=O)Nc3ccccc3C#N)n2)cc1 | 7 | 6 | -0.2 | -0.5
COCCCNc1nc2nonc2nc1N1CCC(c2ccncc2)CC1 | -5 | 5 | -0.2 | 0.8
CN(C(=O)CSc1nc(=O)n2cc(Cl)ccc2n1)c1ccccc1 | -3 | 4 | -0.1 | -1.5
CC(=O)Nc1ccc(S(=O)(=O)N(C#N)c2nc(C)cc(C)n2)cc1 | 7 | 0 | 0.0 | -0.7
CC1(CCc2ccccc2)OC(=O)N(CCO)C1(C)O (stereo unspecified) | 15 | 6 | 0.3 | 1.5
O=C(Cc1cccnc1)N1CCOc2ccc(C3=CCCCC3)cc2C1 | 10 | 8 | 0.3 | -0.3
CCOc1ccc(NC(=O)CSc2nncc(=O)n2N)cc1 | 1 | 12 | -0.4 | -1.3
CCOC(=O)c1c(NC(=O)c2cc(F)cc(F)c2)sc2c1CCC2 | 8 | 6 | 0.1 | -0.1
CCc1ccc(NS(=O)(=O)c2ccc(OC)c(Br)c2)cc1 | -13 | 7 | 0.4 | 1.3
CC12CC3CC(C1)CC(C(=O)NNC(=O)c1ccncc1)(C3)C2 | 1 | 3 | -0.1 | -0.3
COc1ccc(Cn2c(O)c(/C=C3\C=CC=N3)c(=O)[nH]c2=O)cc1 | 18 | 3 | -0.1 | 1.5
Cc1sc(NC(=O)Cc2cccs2)c(C#N)c1-c1ccccc1 | 7 | -18 | 0.0 | 0.7
CCOc1cccc(CN2CCc3nnc(CNC(=O)c4ccccn4)n3CC2)c1O | -2 | -1 | -0.1 | 0.5
CC(=O)c1c(C)n(CCO)c2ccc(O)cc12 | 11 | 6 | 0.0 | -1.1
O=C(NCc1ccccc1)c1ccc(COc2ccc(Cl)cc2)cc1 | 19 | 2 | 0.2 | -0.7
CCOc1cc(C(=O)NCCN2CCOCC2)cc(OCC)c1OCC | 18 | 1 | -0.1 | -0.3

Overlap with the part before: six compounds, then new ones.
SMILES | MITF primary | TEAD-YAP block | FBW7 act | GPR151 activ
COc1ccc(Cn2c(O)c(/C=C3\C=CC=N3)c(=O)[nH]c2=O)cc1 | 18 | 3 | -0.1 | 1.5
Cc1sc(NC(=O)Cc2cccs2)c(C#N)c1-c1ccccc1 | 7 | -18 | 0.0 | 0.7
CCOc1cccc(CN2CCc3nnc(CNC(=O)c4ccccn4)n3CC2)c1O | -2 | -1 | -0.1 | 0.5
CC(=O)c1c(C)n(CCO)c2ccc(O)cc12 | 11 | 6 | 0.0 | -1.1
O=C(NCc1ccccc1)c1ccc(COc2ccc(Cl)cc2)cc1 | 19 | 2 | 0.2 | -0.7
CCOc1cc(C(=O)NCCN2CCOCC2)cc(OCC)c1OCC | 18 | 1 | -0.1 | -0.3
O=C1CC(NCCc2ccc(Cl)cc2)C(=O)N1c1ccc(F)cc1 (stereo unspecified) | 10 | 5 | 0.2 | 1.0
COc1ccc(NC(=O)CSC2=NC(c3ccccc3)CC(=O)N2)cc1Br (stereo unspecified) | 6 | -3 | -0.3 | -1.5
CCOc1ccc(/C=N/Nc2nc(C)cs2)c(O)c1 | 27 | -56 | -0.8 | -0.8
COc1cc(CN(CCO)CCO)cc2c1OCO2 | 6 | 4 | 0.9 | 0.1
O=c1[nH]c(SCc2ccc(F)cc2)nc2nc[nH]c12 | -2 | -4 | -0.3 | 0.6
Cc1nc2cc(I)ccc2s1 | 2 | -4 | -0.1 | -2.0
C=C(C)c1nc2ccc(-c3ccc4nc(C(=C)C)oc(=O)c4c3)cc2c(=O)o1 | 18 | 0 | -0.1 | -0.4
OC(CNCCNc1cccc2ccccc12)COCc1ccc(Cl)cc1 (stereo unspecified) | 53* | -2 | -0.2 | -1.3
Brc1ccc(CSc2nnc(-c3ccccc3)c(-c3ccccc3)n2)cc1 | 13 | 5 | 0.0 | -0.8
COc1ccc(/C(C)=N/NC(=O)NC2CCCCC2)c(O)c1 | 4 | -17 | -0.3 | -1.1
CCOC(=O)C1=C(C)N(C)C(C)=C(C(=O)OCC)C1c1ccncc1 | 7 | -1 | -0.1 | -2.2
COCCCNc1nccn2c(-c3ccc4ccccc4c3)cnc12 | 19 | 3 | 0.0 | 0.6
Cc1ccccc1C(=O)NNC(=O)c1ccco1 | -10 | -6 | -0.1 | 0.4
Cc1ccc(CN[C@H]2C[C@H]3C(=O)N4CCC[C@@H]4C(=O)N3C2)cc1 | -1 | 2 | 0.1 | 0.1
c1ccc(Nc2nc(N3CCC(N4CCOCC4)CC3)nc3c2ncn3-c2ccsc2)cc1 | 11 | 33* | -0.1 | -0.1
CCCCN1C(=O)C(=O)N(CC(=O)Nc2cc(C)on2)C1=O | 10 | -6 | 0.1 | -0.9
COc1ccc(NC(=O)c2cnn3c(C)cc(C)nc23)cc1 | 27 | 1 | 0.1 | -0.1
O=C(CSc1ccccn1)Nc1cccc(Br)c1 | -15 | -28 | 0.6 | 2.3
CN(c1ccccc1C(=O)Nc1ccc(F)c(Cl)c1)S(C)(=O)=O | 3 | 2 | -0.2 | -1.3
CCOc1cccc(CN2CCc3nnc(CCNC(=O)c4ccco4)n3CC2)c1O | 10 | -6 | 0.0 | 0.6
CC(Cc1ccco1)NC(=O)C1(c2ccc(Cl)cc2)CCCC1 (stereo unspecified) | 10 | 7 | 0.0 | 0.2
O=[N+]([O-])c1cc(S(=O)(=O)N2CCC3(CC2)OCCO3)ccc1F | 2 | 0 | 0.0 | 0.5
COc1ccc(-c2cncc(C(=O)Nc3ccc(Oc4ccccc4)cc3)c2)cn1 | -7 | -2 | -0.2 | 1.8
CCCOc1ccccc1/C=N/NC(=O)c1ccccc1O | 7 | -24 | 0.1 | -0.5
COCCCNC(=O)c1cc2c(=O)oc3ccc(C)cc3c2s1 | 15 | -4 | 0.6 | -0.3
NC(=O)c1ccc(NC(=O)/C=C/c2ccco2)cc1 | 15 | -17 | -0.2 | 0.6
O=C(Nc1cccc(Cl)c1)Oc1cc(CCl)on1 | 7 | -4 | 0.0 | 0.2
O=C(Nc1ccc(N2CCOCC2)cc1)c1cccc(-n2cc(Nc3nnnn3-c3ccccc3Cl)cn2)c1 | 8 | -3 | -0.1 | -1.5
NC(=O)CN1C(=O)/C(=C\c2ccc(OCc3ccccc3)cc2)N=C1c1ccccc1 | -17 | -2 | 0.2 | 0.5
COC(=O)c1ccccc1NC(=O)COc1ccc(Cl)cc1Br | 31 | -4 | 0.2 | 0.2
O=C(Nc1cccc(NCc2ccncc2)c1)c1ccc(Cl)cc1Cl | -8 | 14 | 0.3 | -0.6
COc1ccc(CNc2cccc(C)c2)cc1 | 37 | -8 | -0.1 | -0.2
CCCCCOC(=O)C1=C(C)NC2=C(C(=O)CC(c3ccc(OC)cc3)C2)C1c1cc(OC)ccc1OC (stereo unspecified) | 0 | 7 | 0.2 | -1.2
O=C(Cn1c(-c2ccc(F)cc2)noc1=O)Nc1cccc2ccccc12 | -3 | -6 | -0.1 | 0.3
COC(=O)c1ccccc1N=Cc1c(O)n(-c2ccccc2)c(=S)[nH]c1=O | -18 | 1 | -0.1 | -0.9
N#CSCC(=O)n1c2ccccc2c2ccccc21 | 47 | 3 | 0.0 | -0.1
CCCCCCc1cc2cc(-c3csc(C)n3)c(=O)oc2cc1O | 1 | 8 | 0.0 | -0.3
CCn1cc(CNC(=O)CC2C(=O)NCCN2CC(c2ccccc2)c2ccccc2)cn1 (stereo unspecified) | -3 | 4 | -0.3 | 1.5
CCCCn1c(SCC(=O)Nc2cc(C)on2)nc2ccsc2c1=O | 0 | -1 | 0.0 | -0.5
Cc1cc(C)c(C#N)c(SCc2nnc(-c3ccc(Cl)cc3)o2)n1 | 4 | 29 | -0.1 | -0.7
O=C(CCC(=O)Nc1cccc(Cl)c1)N/N=C/c1cc([N+](=O)[O-])ccc1O | -9 | 1 | -0.1 | 1.3
C=CCOc1cccc(/C=N/n2c(=O)[nH]c3cc(OC)c(OC)cc3c2=O)c1 | -8 | 1 | 0.0 | -1.1
CCOC(=O)c1sc(N2C(=O)C(=O)/C(=C(/O)c3ccc(OCC)cc3C)C2c2ccc(C(C)(C)C)cc2)nc1C (stereo unspecified) | 8 | -2 | -0.1 | -0.9
CCOC(=O)CN(c1ccc(C)cc1)S(=O)(=O)c1ccc2[nH]c(=O)cc(C)c2c1 | -1 | -4 | 0.2 | 0.2
CC(=O)Nc1nc(C)c(-c2csc(Nc3ccc(N)cc3)n2)s1 | 13 | 13 | -0.1 | 0.0
O=C1COc2ccc(S(=O)(=O)N3CCOCC3)cc2N1 | 0 | 1 | 0.0 | 1.1
O=C1N(Cc2ccc(F)cc2)c2cccc3cccc(c23)N1Cc1ccc(F)cc1 | -10 | 0 | 0.2 | 1.3
COC(=O)c1cccc(NC(=S)NCc2cccnc2)c1 | 0 | 16 | -0.1 | -0.7

Screening data (PubChem)
